Rin1-Abl PPI inh: inhibitors of Rin1-Abl protein binding, primary screen, biochemical, TR-FRET; 360,000 tested, 0.4% active; inhibition, % at 7.35 µM; Tyrosine-protein kinase ABL1 (Homo sapiens) + Ras and Rab interactor 1 (Homo sapiens), …; AID 588664, 2011; in the data active = inhibition above about 5%, passing the limit was not always enough
CSN deneddyl inh: inhibitors of CSN-mediated cullin deneddylation, primary screen, biochemical, fluorescence polarization, uHTS. Purified CSN, SCF-Nedd8-OG deneddylation. inhibition, % at 12.5 µM. 360,000 tested, 0.38% active;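 active = pattern-corrected inhibition above about 35%, with an unprinted fluorescence ratio check between 0.5 and 1.5, limit read from the data, passing the limit was not always enough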;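 note: 0% = enzyme with substrate and 100% = substrate without enzyme; some results filed as inactive read as strong as hits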
Target sequence (Q92905 whole entry, looked up, one chain of several): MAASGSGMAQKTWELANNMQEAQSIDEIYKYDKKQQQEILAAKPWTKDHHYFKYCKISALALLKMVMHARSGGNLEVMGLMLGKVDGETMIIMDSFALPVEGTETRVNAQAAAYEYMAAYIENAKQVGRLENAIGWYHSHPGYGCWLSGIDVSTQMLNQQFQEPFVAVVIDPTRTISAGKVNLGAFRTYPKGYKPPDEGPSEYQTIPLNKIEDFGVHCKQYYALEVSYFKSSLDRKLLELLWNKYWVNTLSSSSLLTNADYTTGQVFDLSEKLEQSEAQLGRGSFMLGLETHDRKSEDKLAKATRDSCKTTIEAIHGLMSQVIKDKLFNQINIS
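Assay system: purified human Csn5 enzyme expressed in HEK293T cells; measure: % inhibition; also added: SCFSkp2-Nedd8OG substrate at 10 nM final; technique: fluorescence polarization; times: reaction 90 min, room temperature; medium: Tris buffer pH 7.5, NaCl, DTT, Tween-20, trehalose, ovalbumin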
MsrA inhibitor: bovine MsrA enzyme inhibitors, primary screen, biochemical, absorbance, HTS. Methionine sulfoxide reductase A (Bos taurus). purified bovine MsrA, absorbance read-out. inhibition, % at 15.5 µM. 360,000 tested, 0.75% active; in the data active = inhibition above about 4.5%;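 note: 0% = vehicle wells with enzyme and 100% = reference inhibitor wells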
MsrA act: bovine MsrA enzyme activators, primary screen, biochemical, absorbance, HTS; purified bovine MsrA, absorbance read-out; 360,000 tested, 0.3% active; activation, % at 10.6 µM; Methionine sulfoxide reductase A (Bos taurus); in the data active = activation above about 7.5%;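 note: 0% = vehicle and 100% = reference activator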
Tb MetRS inh: T. brucei MetRS inhibitors, primary screen, biochemical, luminescence. AID 624268, 2012. purified T. brucei MetRS, ATP depletion, Kinase-Glo luminescence. methionyl-tRNA synthetase (Trypanosoma brucei brucei). inhibition, % at 11.9 µM. 360,000 tested, 0.4% active;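 active = inhibition above a per-plate cutoff of the control wells' mean inhibition plus 3 SD, cut at about 5.5% in these data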;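 note: 0% = DMSO wells median and 100% = median of wells with control inhibitor compound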
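Test system: purified T. brucei MetRS enzyme. Also added: ATP, methionine and E. coli bulk tRNA substrates. Compound: 11.9 µM single point. Schedule: 15 min enzyme-compound preincubation, 2 h reaction, 10 min detection, 25 °C. Signal: luciferase luminescence of residual ATP, Kinase-Glo. Evaluation: percent inhibition versus plate control medians. Controls: DMSO wells, low control.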
E coli Lon inh: inhibitors of E. coli Lon protease, primary screen, biochemical, fluorescence polarization | P0A9M0 | purified E. coli Lon protease | inhibition, % at 7.94 µM | 360,000 tested, 0.42% active; in the data active = inhibition above about 13%, passing the limit was not always enough;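 note: 0% = enzyme with probe and DMSO and 100% = no enzyme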
FAS TE block: FAS thioesterase domain inhibitors, primary screen, biochemical, fluorescence intensity, uHTS; Fatty acid synthase (Homo sapiens), P49327; recombinant FAS-TE, OMFH fluorogenic substrate, fluorescence endpoint; inhibition, % at 15 µM; 360,000 tested, 0.67% active;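 active = compounds whose normalised, plate-corrected inhibition of enzyme fluorescence in the single-dose primary screen is 50% or more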;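 note: 0% = DMSO with enzyme and 100% = substrate without enzyme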
Neddylation inh: inhibitors of cullin neddylation, primary screen, biochemical, TR-FRET, uHTS, NAE and Ubc12 | NEDD8-conjugating enzyme Ubc12 (Homo sapiens) + NEDD8-activating enzyme E1 regulatory … | calls only at 25 µM | 360,000 tested, 0.58% active | AID 651699, 2012; in the data active = inhibition above about 36%
Target sequence (P61081 whole entry, looked up): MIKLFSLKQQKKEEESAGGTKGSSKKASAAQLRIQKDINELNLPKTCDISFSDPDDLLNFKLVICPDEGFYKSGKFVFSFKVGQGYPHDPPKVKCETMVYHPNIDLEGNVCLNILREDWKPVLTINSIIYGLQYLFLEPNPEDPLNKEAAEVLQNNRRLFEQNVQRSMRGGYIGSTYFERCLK
Target sequence (Q13564 whole entry, looked up): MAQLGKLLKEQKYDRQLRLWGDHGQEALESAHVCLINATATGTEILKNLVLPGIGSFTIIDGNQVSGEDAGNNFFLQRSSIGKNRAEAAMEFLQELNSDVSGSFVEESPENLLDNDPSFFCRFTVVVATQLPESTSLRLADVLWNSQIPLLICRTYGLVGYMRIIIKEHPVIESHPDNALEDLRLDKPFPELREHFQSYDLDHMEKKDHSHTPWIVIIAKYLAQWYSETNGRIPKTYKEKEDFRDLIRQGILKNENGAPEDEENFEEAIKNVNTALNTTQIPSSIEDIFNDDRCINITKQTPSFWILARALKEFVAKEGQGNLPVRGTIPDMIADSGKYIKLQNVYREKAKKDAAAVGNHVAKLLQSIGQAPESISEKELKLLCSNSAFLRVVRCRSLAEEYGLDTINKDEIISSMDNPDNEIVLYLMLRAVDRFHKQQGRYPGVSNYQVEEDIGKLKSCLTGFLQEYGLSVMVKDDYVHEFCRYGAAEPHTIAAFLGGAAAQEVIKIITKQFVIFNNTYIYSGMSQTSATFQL
MLLE-PAM2 inh: inhibitors of PABP1 MLLE–PAM2 peptide binding, primary screen, biochemical, fluorescence polarization, FITC-PAM2, GST-MLLE | 360,000 tested, 0.36% active | Polyadenylate-binding protein 1 (Homo sapiens), P11940 | AID 588489, 2011 | inhibition, % at 20 µM; in the data active = inhibition above about 35%, passing the limit was not always enough;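 note: plate controls were DMSO wells with GST-MLLE for no effect and wells lacking GST-MLLE protein for full effect; some results filed as inactive read as strong as hits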
* marks the source's active call; other numbers are inactive results.

Screening O=C(Nc1cccc(S(=O)(=O)N2CCCCC2)c1)c1cc([N+](=O)[O-])ccc1N1CCOCC1 returned Rin1-Abl PPI inh -0.2, CSN deneddyl inh -7.4, MsrA inhibitor 1.4, MsrA act -0.7, Tb MetRS inh -0.5, E coli Lon inh -1.3, FAS TE block 42.4, Neddylation inh inactive and MLLE-PAM2 inh -22.2.
Screening C/C(=N/Nc1ccnc2cc(Cl)ccc12)c1ccc(N)cc1 returned Rin1-Abl PPI inh -3.3, CSN deneddyl inh 4.2, MsrA inhibitor 0.1, MsrA act -0.8, Tb MetRS inh 0.4, E coli Lon inh -13.1, FAS TE block 1.9, Neddylation inh inactive and MLLE-PAM2 inh 2.5.
Screening CC1CCCCN1CCNC(=O)CN1C(=O)COc2ccccc21 (centres undefined) returned Rin1-Abl PPI inh -2.0, CSN deneddyl inh 0.7, MsrA inhibitor -0.8, MsrA act -1.0, Tb MetRS inh -0.3, E coli Lon inh -4.0, FAS TE block -3.1, Neddylation inh inactive and MLLE-PAM2 inh -11.5.
O=C(NC1CCCCCC1)c1ccc(=O)n(Cc2ccccc2)n1 was read as Rin1-Abl PPI inh -0.5, CSN deneddyl inh -3.4, MsrA inhibitor 0.2, MsrA act -1.7, Tb MetRS inh -0.5, E coli Lon inh -0.3, FAS TE block 2.0, Neddylation inh inactive and MLLE-PAM2 inh 1.9.
For COc1ccc(S(=O)(=O)N2CCCCC2)cc1NC(=O)CNc1ccc(F)cc1C the results were Rin1-Abl PPI inh 1.7, CSN deneddyl inh -2.7, MsrA inhibitor 0.4, MsrA act 2.2, Tb MetRS inh -0.3, E coli Lon inh -3.4, FAS TE block 17.2, Neddylation inh inactive and MLLE-PAM2 inh -23.1.
`Nc1c(C(=O)c2ccccc2)sc2snc(SCC(=O)c3ccccc3)c12` gave Rin1-Abl PPI inh 0.5, CSN deneddyl inh 3.9, MsrA inhibitor -0.1, MsrA act -14.0, Tb MetRS inh -0.4, E coli Lon inh -23.6, FAS TE block -6.0, Neddylation inh inactive and MLLE-PAM2 inh -9.8.
`O=C1NCCCC1C(=O)Nc1ccccc1C(F)(F)F` (centres undefined) gave Rin1-Abl PPI inh -3.8, CSN deneddyl inh -3.0, MsrA inhibitor 1.3, MsrA act -8.7, Tb MetRS inh -0.8, E coli Lon inh 2.5, FAS TE block -8.4, Neddylation inh inactive and MLLE-PAM2 inh -2.5.
Cc1ccc2nc(SCc3ccc([N+](=O)[O-])cc3)[nH]c2c1 was read as Rin1-Abl PPI inh 1.9, CSN deneddyl inh 1.0, MsrA inhibitor 2.0, MsrA act -3.3, Tb MetRS inh 18.8*, E coli Lon inh -2.3, FAS TE block 58.1*, Neddylation inh inactive and MLLE-PAM2 inh -67.0.
For Nc1ccc2c(=O)[nH][nH]c(=O)c2c1 the results were Rin1-Abl PPI inh -2.1, CSN deneddyl inh 1.4, MsrA inhibitor 0.4, MsrA act -3.4, Tb MetRS inh -0.3, E coli Lon inh -4.6, FAS TE block -4.1, Neddylation inh inactive and MLLE-PAM2 inh -17.6.
`CSc1ccccc1OCc1cc(C(=O)NCCCn2nc(C)cc2C)no1` gave Rin1-Abl PPI inh -0.8, CSN deneddyl inh -5.8, MsrA inhibitor 0.5, MsrA act -2.3, Tb MetRS inh 0.3, E coli Lon inh 0.7, FAS TE block 1.6, Neddylation inh inactive and MLLE-PAM2 inh 13.2.
Screening CCOC(=S)SCC(=O)N1CCc2cc(OC)c(OC)cc2C1C1C(=O)CC(C)(C)CC1=O (centres undefined) returned Rin1-Abl PPI inh -3.9, CSN deneddyl inh 3.0, MsrA inhibitor -1.4, MsrA act -0.3, Tb MetRS inh -0.1, E coli Lon inh -5.5, FAS TE block -7.3, Neddylation inh inactive and MLLE-PAM2 inh 20.0.
For O=c1cc(CN2CCN(S(=O)(=O)c3ccccc3[N+](=O)[O-])CC2)nc2sccn12 the results were Rin1-Abl PPI inh -1.7, CSN deneddyl inh -0.6, MsrA inhibitor 0.8, MsrA act -1.6, Tb MetRS inh -0.1, E coli Lon inh 11.9, FAS TE block 0.4, Neddylation inh inactive and MLLE-PAM2 inh -36.1.
For Cc1ccc(S(=O)(=O)NCc2ccccc2)cc1C(=O)NCCc1ccc(S(N)(=O)=O)cc1 the results were Rin1-Abl PPI inh -3.1, CSN deneddyl inh 1.6, MsrA inhibitor -1.0, MsrA act -1.8, Tb MetRS inh -0.5, E coli Lon inh -3.5, FAS TE block -0.2, Neddylation inh inactive and MLLE-PAM2 inh 4.8.
`CCOC(=O)C(Cc1ccccc1)NC(=O)CCc1nnc2ccc(N3CCOCC3)nn12` (centres undefined) gave Rin1-Abl PPI inh 3.8, CSN deneddyl inh -0.4, MsrA inhibitor 1.2, MsrA act -5.1, Tb MetRS inh -0.1, E coli Lon inh -4.7, FAS TE block -1.1, Neddylation inh inactive and MLLE-PAM2 inh 0.9.
CC1CC(C)CN(S(=O)(=O)c2ccc3c(c2)CCN3C(=O)CCC(=O)O)C1 (centres undefined) was read as Rin1-Abl PPI inh 4.1, CSN deneddyl inh 0.8, MsrA act -5.3, Tb MetRS inh -0.2, E coli Lon inh 6.4, FAS TE block -3.8, Neddylation inh inactive and MLLE-PAM2 inh -2.3.
For Cc1nc(Cl)sc1C(=O)Nc1cccc(C(F)(F)F)c1 the results were Rin1-Abl PPI inh -0.5, CSN deneddyl inh 3.5, MsrA inhibitor -0.4, MsrA act -1.6, Tb MetRS inh -0.3, E coli Lon inh 1.2, FAS TE block -0.3, Neddylation inh inactive and MLLE-PAM2 inh 16.2.
For CCCNC(=O)C[C@@H]1CC[C@@H]2[C@H](COC[C@H](O)CN2C(=O)c2cc(Cl)cc(Cl)c2)O1 the results were CSN deneddyl inh 0.0, MsrA inhibitor -0.3, Tb MetRS inh -0.4 and Neddylation inh inactive.
Cc1ccc(C2=NCCn3nc4cc(C(F)(F)F)ccc4c32)cc1 was read as Rin1-Abl PPI inh 1.5, CSN deneddyl inh -3.9, MsrA inhibitor 1.8, MsrA act 4.3, Tb MetRS inh -0.2, E coli Lon inh -12.5, FAS TE block 1.6, Neddylation inh inactive and MLLE-PAM2 inh -5.4.
C[C@@H]1CN([C@@H](C)CO)C(=O)CCCn2nncc2CO[C@@H]1CN(C)S(=O)(=O)c1cccc(F)c1 was read as Rin1-Abl PPI inh 13.6*, CSN deneddyl inh -4.4, MsrA inhibitor -0.4, MsrA act -1.2, Tb MetRS inh 0.1, E coli Lon inh 1.4, FAS TE block -4.4, Neddylation inh inactive and MLLE-PAM2 inh -7.4.
`O=c1cc(Nc2ccc3c(c2)OCCO3)[nH]c(=O)n1C1CCCCC1` gave Rin1-Abl PPI inh 1.8, CSN deneddyl inh -3.5, MsrA inhibitor -0.4, MsrA act -2.9, Tb MetRS inh -0.1, E coli Lon inh 3.0, FAS TE block -4.9, Neddylation inh inactive and MLLE-PAM2 inh 9.6.
For CC(=O)C1=C(C)NC(SCC(=O)c2ccc(F)cc2)=C(C#N)C1c1ccco1 (centres undefined) the results were Rin1-Abl PPI inh -3.1, CSN deneddyl inh 1.3, MsrA inhibitor 0.4, MsrA act 3.0, Tb MetRS inh -0.1, E coli Lon inh -15.8, FAS TE block 20.3, Neddylation inh inactive and MLLE-PAM2 inh -36.9.
Screening COC(=O)c1cnc(Oc2c(Cl)cc(N)cc2Cl)cc1C(F)(F)F returned Rin1-Abl PPI inh 3.7, CSN deneddyl inh 1.7, MsrA inhibitor 1.5, MsrA act -2.5, Tb MetRS inh -0.2, E coli Lon inh 11.1, FAS TE block 25.5, Neddylation inh inactive and MLLE-PAM2 inh 17.8.
For CC(=O)c1c(C)[nH]c(C(=O)Nc2nccs2)c1C the results were Rin1-Abl PPI inh 0.9, CSN deneddyl inh -1.8, MsrA inhibitor 2.1, MsrA act -8.0, Tb MetRS inh -0.3, E coli Lon inh -16.0, FAS TE block 1.7, Neddylation inh inactive and MLLE-PAM2 inh -8.7.
Screening CSc1ncc(C(=O)Nc2ccc(Cl)cc2)c(C)n1 returned Rin1-Abl PPI inh 3.3, CSN deneddyl inh 0.8, MsrA inhibitor 1.7, MsrA act -1.1, Tb MetRS inh 0.2, E coli Lon inh 2.9, FAS TE block 0.8, Neddylation inh inactive and MLLE-PAM2 inh -18.1.

2 compounds picked at random from the list so far:
For CCCNC(=O)C[C@@H]1CC[C@@H]2[C@H](COC[C@H](O)CN2C(=O)c2cc(Cl)cc(Cl)c2)O1 the results were CSN deneddyl inh 0.0, MsrA inhibitor -0.3, Tb MetRS inh -0.4 and Neddylation inh inactive.
O=C(NC1CCCCCC1)c1ccc(=O)n(Cc2ccccc2)n1 was read as Rin1-Abl PPI inh -0.5, CSN deneddyl inh -3.4, MsrA inhibitor 0.2, MsrA act -1.7, Tb MetRS inh -0.5, E coli Lon inh -0.3, FAS TE block 2.0, Neddylation inh inactive and MLLE-PAM2 inh 1.9.

Further structures follow:
`CCCCNc1nc2cccnc2s1` gave Rin1-Abl PPI inh -1.1, CSN deneddyl inh -3.3, MsrA inhibitor 2.2, MsrA act -3.8, Tb MetRS inh 4.7, E coli Lon inh 6.5, FAS TE block 0.3, Neddylation inh inactive and MLLE-PAM2 inh -5.8.
Screening Cc1ccc(N2C(=O)C(CN(C)C)C2c2ccccc2)cc1 (centres undefined) returned Rin1-Abl PPI inh 1.1, CSN deneddyl inh -3.9, MsrA inhibitor 0.2, MsrA act 3.0, Tb MetRS inh -0.3, E coli Lon inh -3.9, FAS TE block -2.5, Neddylation inh inactive and MLLE-PAM2 inh 4.8.
Oc1c(Br)cc(Br)cc1/C=N/c1nc2c(s1)CCCC2 was read as Rin1-Abl PPI inh 6.9, CSN deneddyl inh 2.9, MsrA act -0.9, Tb MetRS inh 0.1, E coli Lon inh -3.2, FAS TE block -5.5, Neddylation inh inactive and MLLE-PAM2 inh 19.5.
COc1ccc(C(=O)CSc2n[nH]c(N)n2)cc1 was read as Rin1-Abl PPI inh 0.7, CSN deneddyl inh -2.6, MsrA inhibitor -0.2, MsrA act -7.2, Tb MetRS inh 0.1, E coli Lon inh -7.6, FAS TE block -23.4, Neddylation inh inactive and MLLE-PAM2 inh 6.8.
COC(=O)c1ccccc1NC(=O)N1c2ccccc2Sc2ccccc21 was read as Rin1-Abl PPI inh -0.3, CSN deneddyl inh -7.5, MsrA inhibitor 0.9, MsrA act -4.0, Tb MetRS inh 0.5, E coli Lon inh 10.2, FAS TE block 29.2, Neddylation inh inactive and MLLE-PAM2 inh 8.9.
`CCCC(C)NC(=S)Nc1cc(C)cc(C)c1` (centres undefined) gave Rin1-Abl PPI inh 1.6, CSN deneddyl inh -3.0, MsrA inhibitor 0.0, MsrA act -10.1, Tb MetRS inh -0.8, E coli Lon inh 10.0, FAS TE block 0.8, Neddylation inh inactive and MLLE-PAM2 inh 6.7.
`Cc1cc(S(=O)(=O)n2ccnc2)c(Cl)cc1Cl` gave Rin1-Abl PPI inh 2.3, CSN deneddyl inh -7.4, MsrA inhibitor 0.3, MsrA act -6.0, Tb MetRS inh -0.1, E coli Lon inh -4.5, FAS TE block -8.1, Neddylation inh inactive and MLLE-PAM2 inh 5.7.

Compound activity as filed in PubChem BioAssay.
